IP6K1 inhibitor – inhibitors of human IP6K1; Q92551; IP6K1 kinase, ADP-Glo luminescence, 2 h; active compounds read low; activity change, % (series mostly up to about 58 µM); 0.81% of 140,000 active; AID 1645851; in the data active means activity change below about -25%
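ADP-Glo luminescence measures ADP made by human IP6K1 during a 2 h RT reaction with ATP/IP6 (mix at 1.3 mM/130 uM); top library doses 57.5 and 19.1 uM final.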
HEK cytotox – kills HEK 293 cells; AID 1345083; 6.6% of 94,000 active; Potency, µM (top dose mostly 115 µM), without a hit: at the highest dose activity change, negative = cytotoxicity, usual class: inhibitors; HEK 293 viability, ATP luminescence (CellTiter-Glo), 48-72 h; further: potency means the concentration at half of the fitted maximal effect; nearly all actives have a fitted effect of over 60% in size
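Read-out: CellTiter-Glo ATP luminescence. Cells: HEK 293, 250 cells/well. Exposure: 48 or 72 hr, 37 degree Celsius.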
GPT2 inhibitor – GPT2 alanine aminotransferase inhibition; 0.25% of 100,000 active; Potency, µM (top dose mostly 57.7 µM), inactives show at the highest dose activity change, negative = inhibition, usual class: inhibitors; Recombinant GPT2, coupled pyruvate oxidase/HRP Amplex Red fluorescence; Q8TD30; AID 1671188; further: potency means the concentration at half of the fitted maximal effect; nearly all actives have a fitted effect of over 60% in size; many of its hits are not listed in these tables
Target sequence (Q8TD30 whole entry, looked up): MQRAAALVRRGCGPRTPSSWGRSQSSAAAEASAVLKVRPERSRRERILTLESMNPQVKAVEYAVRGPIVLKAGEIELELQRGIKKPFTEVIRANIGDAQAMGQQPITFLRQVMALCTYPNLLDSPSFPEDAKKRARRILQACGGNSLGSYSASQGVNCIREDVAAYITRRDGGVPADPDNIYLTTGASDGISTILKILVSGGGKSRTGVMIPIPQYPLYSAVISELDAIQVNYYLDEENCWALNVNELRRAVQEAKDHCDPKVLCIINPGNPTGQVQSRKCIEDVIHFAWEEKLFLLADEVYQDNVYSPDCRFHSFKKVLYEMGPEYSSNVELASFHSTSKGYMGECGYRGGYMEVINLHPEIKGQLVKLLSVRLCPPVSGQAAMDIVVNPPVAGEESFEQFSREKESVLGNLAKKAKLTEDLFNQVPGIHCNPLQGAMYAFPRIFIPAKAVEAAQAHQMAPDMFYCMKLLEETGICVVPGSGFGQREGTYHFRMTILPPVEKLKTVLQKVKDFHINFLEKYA
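GPT2 10ng/uL, a-KG 250uM, L-Ala 2mM, HEPES pH7.5 + 0.0001% Tween; 30 min RT. Then Amplex mix (PO/HRP/ThPP), 30 min RT dark, fluorescence. AOA 50uM used as positive control.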
SNCA expr inh – reduces expression of the alpha-synuclein gene. HEK-293 SNCA-luciferase knock-in, luminescence, 24 h. Potency, µM (titrated, usually from 57.2 µM), for the others: top-dose activity change, negative = inhibition, actives largely listed as inhibitors. 0.17% of 140,000 active;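 further: potency means the concentration at half of the fitted maximal effect; plate controls were DMSO cells for no effect and cell-free wells for full effect; nearly all actives have a fitted effect of over 45% in size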
FLuc inh – Photinus pyralis luciferase inhibition; purified P. pyralis luciferase, luminescence, biochemical; Potency, µM (highest dose often 115 µM), inactives show top-dose activity change, negative = inhibition, most hits filed as inhibitors; 2.5% of 76,000 active; AID 1347043; further: potency means the concentration at half of the fitted maximal effect; nearly all actives have a fitted effect of over 65% in size
Target sequence (P08659 whole entry, looked up): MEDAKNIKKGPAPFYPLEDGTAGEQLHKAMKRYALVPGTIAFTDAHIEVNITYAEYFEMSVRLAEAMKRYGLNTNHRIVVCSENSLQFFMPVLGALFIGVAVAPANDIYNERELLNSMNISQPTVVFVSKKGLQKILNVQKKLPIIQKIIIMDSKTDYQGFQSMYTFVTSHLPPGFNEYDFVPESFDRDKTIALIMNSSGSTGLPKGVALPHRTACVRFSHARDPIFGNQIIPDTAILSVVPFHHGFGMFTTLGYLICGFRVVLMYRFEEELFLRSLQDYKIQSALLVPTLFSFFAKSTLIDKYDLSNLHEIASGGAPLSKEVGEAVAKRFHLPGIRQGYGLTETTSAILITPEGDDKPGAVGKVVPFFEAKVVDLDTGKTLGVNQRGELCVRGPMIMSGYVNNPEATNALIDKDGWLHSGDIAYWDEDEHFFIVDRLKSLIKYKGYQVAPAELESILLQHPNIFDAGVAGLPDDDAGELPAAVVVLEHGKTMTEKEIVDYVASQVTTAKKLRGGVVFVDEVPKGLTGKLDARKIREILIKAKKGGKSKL
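Inhibitors were tested against purified firefly luciferase in a biochemical, low-substrate format (both substrates at 10uM) and luminescence measured with a CCD imager.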
3T3 cytotox – NIH 3T3 cell cytotoxicity. NIH 3T3 viability, CellTiter-Glo ATP luminescence, 48-72 h. Potency, µM (top dose mostly 96.7 µM), for inactives: at the top dose activity change, negative = cytotoxicity, hits mostly inhibitors. 4.3% of 94,000 active; further: potency means the concentration at half of the fitted maximal effect; nearly all actives have a fitted effect of over 55% in size
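ATP-dependent luminescence (CellTiter-Glo) served as the viability signal for NIH 3T3 cells treated with compound for 48 or 72 hr at 37 °C.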
SNCA viab count – cell viability loss counter-screen; HEK-293-SNCA-luc viability, GF-AFC fluorescence, 24 h; Potency, µM (highest dose often 57.1 µM), for the others: at the top dose activity change, negative = cytotoxicity, usual class: cytotoxic; 0.12% of 150,000 active;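 further: potency means the concentration at half of the fitted maximal effect; 0% = DMSO-treated cells and -100% = medium-only wells without cells; nearly all actives have a fitted effect of over 30% in size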
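HEK-293-SNCA-luc cells (1500/well) plated 24 h, then exposed 24 h to a dilution series; GF-AFC added 30 min at 37C, fluorescence 405/540 nm; normalised to medium-only and DMSO wells, Hill fit.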
Starred values were filed as active, the others as inactive; i = inactive; ? = inconclusive; / = no result given; & = joins results of further samples; [ ] = dose if it differs, or a comment. Unless noted, the call rests on the fitted dose curve; in most records, active means well fitted curve in the direction sought with a large enough effect; inconclusive means small, poorly fitted or top-dose-only effect, or another doubt; inactive means no such curve, though single readings can be large; an effect the other way counts as inactive or inconclusive. Unless noted, on the % scale 0 is the no-effect control and ±100 the full control effect. This is a subset; rates above refer to the full screens.

SMILES | IP6K1 inhibitor | HEK cytotox | GPT2 inhibitor | SNCA expr inh | FLuc inh | 3T3 cytotox | SNCA viab count
C[C@@H]1CC[C@@]2(OC1)O[C@H]1C[C@H]3[C@@H]4CC=C5C[C@@H](O[C@@H]6O[C@H](CO)[C@@H](O[C@@H]7O[C@@H](C)[C@H](O)[C@@H](O)[C@@H]7O)[C@H](O)[C@@H]6O[C@@H]6O[C@@H](C)[C@H](O)[C@@H](O)[C@@H]6O)CC[C@]5(C)[C@@H]4CC[C@]3(C)[C@@H]1[C@H]2C | / | / | -8% | ? | / | / | ?
O=C1NCc2ccccc2CC12CCCCN2Cc1ccncc1 (stereo not drawn) | -6 | -20% | -8% | -3% | / | -12% | ?
Nc1cncc(-c2ccc(CN3CCCC3)cn2)c1 | -8 | i | ? | -23% | -3% | i | 8%
COc1ccc(-c2cc([C@H]3CN4CC[C@H]3C[C@@H]4CNC(=O)COc3ccccc3)n(C)n2)cc1 | 2 | ? | i | -10% | 8% | ? | -5%
CC(C)=C1CC[C@]23CO[C@H](C2)[C@@](O)(C(=O)O)CCC13 (stereo partly drawn) | 14 | / | i | / | / | / | 1%
CN(C)[C@@H]1C(=O)C(C(N)=O)=C(O)[C@@]2(O)C(=O)C3=C(O)c4c(O)cccc4[C@@](C)(O)[C@H]3[C@H](O)[C@@H]12 | / | / | i | 6% | / | / | -16%
Cc1nc(-c2cccs2)cc([C@H]2CN3CC[C@H]2C[C@@H]3CNC(=O)c2ccco2)n1 | 8 | ? | ? | ? | 2%[172 µM] | ? | -1%[87.6 µM]
C=CC(C)(O)CC/C=C(\C)C(=O)O[C@H]1[C@H](O)[C@@H](CO)O[C@@H](OC(=O)[C@]23CCC(C)(C)CC2C2=CCC4[C@@]5(C)CC[C@H](O[C@@H]6O[C@H](CO[C@@H]7OC[C@H](O)[C@H](O)[C@H]7O[C@@H]7OC[C@@H](O)[C@H](O)[C@H]7O)[C@@H](O)[C@H](O)[C@H]6O)C(C)(C)C5CC[C@@]4(C)[C@]2(C)CC3)[C@@H]1OC1OC(C)C(O[C@@H]2OC[C@@H](O)[C@H](O[C@@H]3OC[C@@H](O)[C@H](O)[C@H]3O)[C@H]2O)C(O)C1O (stereo partly drawn) | -3 | / | ? | / | / | / | -34%[12.5 µM]
O=C(Nc1ccccc1)N1C[C@@H]2C[C@H](C1)c1c(-c3cncnc3)ccc(=O)n1C2 | -1 | -1%[172 µM] | -4%[88.5 µM] | -7%[87.6 µM] | 5%[172 µM] | 2%[174 µM] | 2%[87.6 µM]
CN(C)Cc1cn(C[C@H]2C[C@@H]3CCN2C[C@@H]3C(=O)Nc2ccccc2)nn1 | -4 | 0%[172 µM] | i | 37%[87.6 µM] | -5%[172 µM] | -13%[174 µM] | -14%[87.6 µM]
Cc1ncc2c(n1)C[C@@H]1CC[C@H]2N1C(=O)NCc1ccccc1 | 8 | i | 3% | -6% | 0% | i | 12%
Cn1nc(-c2ccccc2)cc1[C@H]1CN2CC[C@H]1C[C@@H]2CNC(=O)Nc1cccc(C#N)c1 | -8 | -28% | -6% | 2% | 15% | -21% | -1%

An excerpt from above, reduced to FLuc inh and IP6K1 inhibitor:
SMILES,FLuc inh,IP6K1 inhibitor
O=C1NCc2ccccc2CC12CCCCN2Cc1ccncc1 (stereo not drawn),/,-6
CN(C)Cc1cn(C[C@H]2C[C@@H]3CCN2C[C@@H]3C(=O)Nc2ccccc2)nn1,-5%[172 µM],-4
O=C(Nc1ccccc1)N1C[C@@H]2C[C@H](C1)c1c(-c3cncnc3)ccc(=O)n1C2,5%[172 µM],-1
Cn1nc(-c2ccccc2)cc1[C@H]1CN2CC[C@H]1C[C@@H]2CNC(=O)Nc1cccc(C#N)c1,15%,-8

The list continues:
SMILES | IP6K1 inhibitor | HEK cytotox | GPT2 inhibitor | SNCA expr inh | FLuc inh | 3T3 cytotox | SNCA viab count
O=C(Nc1ccc2n(c1=O)C[C@H]1C[C@@H]2CN(C(=O)c2ccccn2)C1)c1ccc(F)cc1 | -3 | -4%[172 µM] | ? | 23%[87.6 µM] | ? | ? | 6%[87.6 µM]
C[C@]12CC[C@@H](O)C[C@H]1CC[C@@H]1[C@@H]2CC[C@]2(C)C(=O)CC[C@@H]12 | 3 | / | -1% | / | / | / | 1%
C=C[C@H]1CN2CC[C@H]1C[C@@H]2CNCc1ccc(C(C)C)cc1 | 8 | ? | -8%[88.5 µM] | 5%[87.6 µM] | 1%[172 µM] | ? | -10%[87.6 µM]
COc1ccc(OC)c(C(O)C(C)N)c1 (stereo not drawn) | / | / | i | -10% | / | / | -2%
CC(=O)N1CCCC2(CC(c3cccnc3)=NO2)C1 (stereo not drawn) | -5 | i | i | 7%[87.6 µM] | / | 3%[138 µM] | 8%[87.6 µM]
CCCS(=O)(=O)Nc1ccc2n(c1=O)C[C@H]1C[C@@H]2CN(Cc2cn(C)c3ccccc23)C1 | 6 | ? | 1% | 20% | -1% | ? | -13%
Cc1cccc(NC(=O)c2ccc(C(F)(F)F)cc2C(=O)O)n1 | 7 | / | i | / | / | / | 9%
CCNC(=O)NC[C@H]1C[C@@H]2CCN1C[C@@H]2c1cc(-c2ccccc2)nn1C | -9 | ? | 0%[88.5 µM] | 7%[87.6 µM] | 2%[172 µM] | -15%[174 µM] | 7%[87.6 µM]
CC1=NOC2(CCN(Cc3cc(C)on3)C2)C1 (stereo not drawn) | 3 | 4%[172 µM] | i | 15%[87.6 µM] | -2%[172 µM] | 3%[138 µM] | -17%[87.6 µM]
C[C@]12CC[C@@H]3c4ccc(OC(=O)N(CCCl)CCCl)cc4CC[C@H]3[C@@H]1CC[C@@H]2O | 13 | / | 3% | 4%[25.6 µM] | / | / | -8%[23.9 µM]
CC(C)NC(=O)[C@H]1CN2CC[C@H]1C[C@@H]2Cn1cc(-c2ccccn2)nn1 | 19 | 0%[172 µM] | -5%[88.5 µM] | -6%[87.6 µM] | -2%[172 µM] | 0%[174 µM] | 5%[87.6 µM]
CCN[C@@H](C)Cc1cccc(C(F)(F)F)c1 | 20 | / | 4% | 2%[25.6 µM] | / | / | 21%[23.9 µM]
COc1cc2c(cc1CCc1ccccc1)N(C(=O)c1ccn(C)n1)CC21CCN(C(C)=O)CC1 | -2 | ? | -7% | 33%[activator] | 2% | ? | -16%
CC[C@H]1CN2CC[C@H]1C[C@@H]2CNCc1cccc(C#N)c1 | 1 | 0%[230 µM] | -3%[88.5 µM] | -12%[87.6 µM] | -5%[230 µM] | -7%[230 µM] | -7%[87.6 µM]
COc1cc2c(cc1OC1CCCC1)NC(=O)C21CCN(Cc2cccnc2)CC1 | -18 | 100µM* | -3%[88.5 µM] | -28%[87.6 µM] | 13%[172 µM] | ? | -16%[87.6 µM]
CC(=O)OC[C@]12C[C@H](OC(=O)CC(C)C)C(C)=C[C@H]1O[C@@H]1[C@H](O)C[C@@]2(C)[C@]12CO2 | -4 | / | i | / | / | / | ?
CCc1ccc(C2CCNCC2)cc1 | 9 | / | i | 23%[25.6 µM] | / | / | 17%[23.9 µM]
COc1ccc(CCC(=O)N2[C@H]3CC[C@@H]2c2cnc(C)nc2C3)cc1 | 10 | -9% | i | -21% | 5% | i | 8%
O=C(CCc1nc(C2=CCN(Cc3cccc(Cl)c3)CC2)no1)Nc1ccccc1F | 7 | / | / | -1% | / | / | -2%
COc1ccc(C(=O)NC[C@H]2C[C@@H]3CCN2C[C@@H]3c2cc(-c3cccs3)nn2C)cc1 | -11 | ? | -21% | 20% | -3% | ? | -2%
Oc1c(Br)cc(Br)cc1Br | -8 | / | i | -13%[25.6 µM] | / | / | -5%[23.9 µM]
O=C(NC[C@H]1C[C@@H]2CCN1C[C@@H]2CN1CCN(c2ccccn2)CC1)Nc1ccsc1 | 5 | -5% | -21% | -13% | -4% | ? | 0%
COc1cc2c(cc1CCc1ccccc1)N(C(=O)c1ccnn1C)CC21CCN(C(C)=O)CC1 | 1 | ? | -1% | 8% | 0% | ? | -9%
C[C@@H]1O[C@@H](O[C@@H]2C=C3CC[C@@H]4[C@@H](CC[C@]5(C)[C@H](c6ccc(=O)oc6)CC[C@@]45O)[C@@]3(C)CC2)[C@H](O)[C@H](O)[C@H]1O | / | / | 0% | ? | / | / | ?
Cn1nc(-c2ccccc2)cc1[C@H]1CN2CC[C@H]1C[C@@H]2CNC(=O)c1cccs1 | 1 | ? | 1%[88.5 µM] | -18%[87.6 µM] | 0%[172 µM] | ? | -1%[87.6 µM]
O=C(NC[C@H]1C[C@@H]2CCN1C[C@@H]2CN1CCCCC1)c1ccccc1 | -4 | -7%[172 µM] | -21%[88.5 µM] | -23%[87.6 µM] | 1%[172 µM] | -9%[174 µM] | -8%[87.6 µM]
Nc1cccc(-c2cn(C[C@H]3CC4CCN3C[C@@H]4C(=O)Nc3ccccc3)nn2)c1 (stereo partly drawn) | -8 | -16%[172 µM] | 1%[88.5 µM] | -3%[87.6 µM] | 11%[172 µM] | -2%[174 µM] | -14%[87.6 µM]
CN(C)c1ncc(CN2CCC3(CCNCC3)C2)cn1 | 11 | -20% | -7% | 10% | -6% | -9% | 2%
COc1ccc(-c2cc([C@H]3CN4CC[C@H]3C[C@@H]4CNC(=O)c3ccc(C(C)(C)C)cc3)n(C)n2)cc1OC | -5 | 20µM* | -3% | -21% | 3% | ? | -17%
CCCNC(=O)OC[C@H]1C[C@@H]2CCN1C[C@@H]2c1cc(-c2ccccc2OC)nc(C)n1 | 4 | ? | -9%[88.5 µM] | -19%[87.6 µM] | -6%[172 µM] | 63µM* | 0%[87.6 µM]
C[C@]12CC[C@@H]3c4ccc(OC(=O)N(CCCl)CCCl)cc4CC[C@H]3[C@@H]1CC[C@@H]2OP(=O)(O)O | 4 | / | -5%&4% | ? | / | / | 20%&-23%
COc1ccc2[nH]c(-c3ccccc3)c(CCN(C)C)c2c1 | 15 | / | 2% | / | / | / | -9%
CN(Cc1ccccc1)C[C@H]1CN2CC[C@H]1C[C@@H]2CNC(=O)c1ccc(C(F)(F)F)cc1 | -2 | ? | i | 6% | -5% | ? | 0%
O=C(Cc1ccc(F)cc1)N1CCC2(CC1)NCc1ccccc1-n1ccnc12 | 11 | -3% | -8% | -23% | 3% | -5% | 1%
Clc1ccc([C@]23CNC[C@H]2C3)cc1Cl | -9 | / | 0% | / | / | / | 16%
COc1cc(OC)cc(C(=O)Nc2ccc(Cl)cc2C(=O)c2ccccc2Cl)c1 | -6 | / | / | -20% | / | / | 21%
O=C1Nc2ccccc2C12CCN(Cc1ccccc1)CC2 | -6 | -9% | -14% | -7% | / | i | -12%
O=C(NCc1ccccc1)[C@H]1CN2CC[C@H]1C[C@@H]2Cn1cc(-c2ccccn2)nn1 | 17 | -22%[172 µM] | i | 13%[87.6 µM] | -8%[172 µM] | -13%[174 µM] | 2%[87.6 µM]
COc1ccc(CC(=O)N2CCN(CCCn3nc4n(c3=O)CCCC4)CC2)cc1 | -7 | -7% | / | / | / | -16% | /

Compound activity as filed in PubChem BioAssay.
